MsrA inh: inhibits bovine methionine sulfoxide reductase A. purified bovine MsrA, absorbance read-out. inhibition, % at 15.5 µM. 0.75% of 360,000 active. AID 651718; in the data active means inhibition above about 4.5%;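 further: 0% = vehicle wells with enzyme and 100% = reference inhibitor wells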
DNMT1 inh: DNMT1 (human) enzyme inhibition | DNMT1 molecular beacon, Hinp1I cleavage, fluorescence | AID 588458 | 0.83% of 360,000 active | inhibition (reported as % activation of signal), % at 10 µM | P26358; in the data active means inhibition above about 50%
Scp1 inh: inhibitors of human Scp-1 phosphatase; Q9GZU7; AID 493091; inhibition, % at 20 µM; 0.88% of 340,000 active; Recombinant Scp1, phosphopeptide, malachite green phosphate absorbance;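 active means inhibition above about 50% at 20 µM, limit read from the data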;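 further: plate controls were DMSO wells with enzyme for no effect and wells lacking enzyme for full effect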
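Test system: SCP-1 phosphatase catalytic domain, residues 76-261; measured by: colorimetric phosphate reagent with accelerator and stabiliser, absorbance at 630 nm; timing: enzyme reaction 45 min at room temperature, colour 5 min, stabilisation 30 min; also added: Phosphorylated 17-residue peptide substrate; compound dosing: one concentration, 20 µM, with 1.0% DMSO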
MsrA act: activators of bovine methionine sulfoxide reductase A; purified bovine MsrA, absorbance read-out; activation, % at 10.6 µM; 0.3% of 360,000 active; in the data active means activation above about 7.5%;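 further: 0% = vehicle and 100% = reference activator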
SUMO1 PPI mod: alters human SUMO1 binding to SIM partners; P63165; SUMO1 binding to a labelled peptide, TR-FRET, 1 h; inhibition, % at 20 µM; 0.33% of 360,000 active; AID 602429; in the data active means inhibition above about 37%
Target sequence (P63165 whole entry, looked up): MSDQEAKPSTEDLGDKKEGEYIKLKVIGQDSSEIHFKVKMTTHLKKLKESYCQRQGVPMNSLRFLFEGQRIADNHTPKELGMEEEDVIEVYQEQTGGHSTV
STEP block: inhibitors of human striatal-enriched phosphatase STEP. P54829. recombinant STEP, OMFP fluorogenic substrate, fluorescence. inhibition, % at 20 µM. 0.25% of 360,000 active. AID 588621;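 active means inhibition at 20 µM, scaled per plate between control wells, above about 37%, limit read from the data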;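 further: 0% = DMSO with enzyme and substrate and 100% = substrate only without enzyme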
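material = STEP tyrosine phosphatase | reagent = fluorogenic phosphatase substrate OMFP at 25 µM final | doses = single compound dose of 20 µM, 1% DMSO final | schedule = 20 min reaction, room temperature, in the dark | measured by = fluorescence, 480/540 nm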
Tb MetRS inh: Trypanosoma brucei MetRS inhibition | purified T. brucei MetRS, ATP depletion, Kinase-Glo luminescence | inhibition, % at 11.9 µM | AID 624268 | 0.4% of 360,000 active;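 active means inhibition above a per-plate cutoff of the control wells' mean inhibition plus 3 SD, cut at about 5.5% in these data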;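 further: 0% = DMSO wells median and 100% = median of wells with control inhibitor compound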
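Test system: purified T. brucei MetRS enzyme. Also added: ATP, methionine and E. coli bulk tRNA substrates. Compound: 11.9 µM single point. Schedule: 15 min enzyme-compound preincubation, 2 h reaction, 10 min detection, 25 °C. Signal: luciferase luminescence of residual ATP, Kinase-Glo. Evaluation: percent inhibition versus plate control medians. Controls: DMSO wells, low control.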
LMPTP inh: blocks human LMPTP phosphatase; recombinant LMPTP-A, OMFP fluorogenic substrate, fluorescence intensity; P24666; 0.22% of 360,000 active; AID 651560; inhibition, % at 20 µM;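 active means compounds that cut the enzyme signal by at least half of the control window in the single-dose screen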;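 further: plate controls were DMSO wells with enzyme plus substrate for no effect and substrate without enzyme for full effect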
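test system = LMPTP-A | amount = 0.625 nM LMPTP-A final | reagent = fluorogenic phosphatase substrate OMFP at 400 µM final | incubation = 50 min at room temperature | benchmarks = no-enzyme low control, uninhibited high control | medium = Bis-Tris pH 6.0, DTT, detergent | signal = fluorescence intensity of OMFP turnover product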
NRP1-CendR mod: alters CendR peptide binding to human NRP-1 | O14786 | FAM-RPARPAR peptide binding to NRP-1, fluorescence polarization | inhibition, % at 25 µM | 0.85% of 360,000 active;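 active means inhibition or corrected inhibition above about 18%, plus a signal ratio from 0.5 to 1.5, limit read from the data, passing the limit was not always enough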; further: strong numbers were not always called active
Target sequence (O14786 whole entry, looked up): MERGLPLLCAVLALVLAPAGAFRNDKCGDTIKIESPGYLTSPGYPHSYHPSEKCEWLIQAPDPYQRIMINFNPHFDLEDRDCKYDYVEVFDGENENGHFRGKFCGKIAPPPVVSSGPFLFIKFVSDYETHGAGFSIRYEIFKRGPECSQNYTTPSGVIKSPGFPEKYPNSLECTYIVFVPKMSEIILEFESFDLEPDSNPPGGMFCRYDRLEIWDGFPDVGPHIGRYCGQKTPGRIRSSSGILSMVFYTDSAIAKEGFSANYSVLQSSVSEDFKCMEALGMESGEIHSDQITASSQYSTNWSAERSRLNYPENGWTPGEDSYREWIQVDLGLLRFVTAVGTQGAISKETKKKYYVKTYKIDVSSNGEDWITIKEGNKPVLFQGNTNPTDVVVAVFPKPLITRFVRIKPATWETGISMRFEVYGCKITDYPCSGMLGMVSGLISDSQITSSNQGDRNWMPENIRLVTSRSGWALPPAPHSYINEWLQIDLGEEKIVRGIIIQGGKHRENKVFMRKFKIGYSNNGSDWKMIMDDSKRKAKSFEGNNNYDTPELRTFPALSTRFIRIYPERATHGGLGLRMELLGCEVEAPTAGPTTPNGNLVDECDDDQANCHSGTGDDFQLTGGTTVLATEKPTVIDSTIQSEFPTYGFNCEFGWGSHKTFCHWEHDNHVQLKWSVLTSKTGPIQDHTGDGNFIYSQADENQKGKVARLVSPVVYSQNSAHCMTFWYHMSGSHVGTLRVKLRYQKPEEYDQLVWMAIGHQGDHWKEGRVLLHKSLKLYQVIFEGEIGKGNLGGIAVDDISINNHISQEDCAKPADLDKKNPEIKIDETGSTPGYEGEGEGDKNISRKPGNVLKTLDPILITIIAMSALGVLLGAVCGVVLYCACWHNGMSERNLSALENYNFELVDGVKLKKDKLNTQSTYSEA
eLon inh: E. coli protease La inhibition | purified E. coli Lon protease, fluorescence polarization | inhibition, % at 7.94 µM | P0A9M0 | AID 602123 | 0.42% of 360,000 active; in the data active means inhibition above about 13%, passing the limit was not always enough;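 further: 0% = enzyme with probe and DMSO and 100% = no enzyme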
* marks the source's active call; other numbers are inactive results; x = not tested or not shown.

SMILES	MsrA inh	DNMT1 inh	Scp1 inh	MsrA act	SUMO1 PPI mod	STEP block	Tb MetRS inh	LMPTP inh	NRP1-CendR mod	eLon inh
CCOc1ccc(CCN2C(=O)C(=O)N([C@@H](Cc3ccccc3)CN3CCC[C@H]3CN3C(=O)C(=O)NC[C@@H]3CC(C)C)C[C@@H]2Cc2ccc(O)cc2)cc1	1.7	x	x	-1	2	x	-0.4	0.4	-2	-4
O=C(c1ccccn1)C1CCCN(Cc2cn[nH]c2-c2cc3ccccc3o2)C1 (stereo not drawn)	-0.5	1	-3	-4	-1	-3	-0.7	-0.6	-8	-11
O=C(C1CCCN1C(=O)c1cccs1)N1CCN(Cc2ccc3c(c2)OCO3)CC1 (stereo not drawn)	-0.5	-2	-2	-2	2	1	-0.1	2.0	12	-9
Cc1cccc(/C=C2/S/C(=N/N=C3\CC4CCC3(C)C4(C)C)NC2=O)c1 (stereo not drawn)	-0.2	-5	-12	-4	0	3	-0.3	4.0	2	-2
CCC1(C(=O)c2ccccc2)C(c2ccc([N+](=O)[O-])cc2)C1(C(=O)OC)C(=O)OC (stereo not drawn)	-0.3	4	-2	-6	-4	-4	0.1	0.3	-2	-3
Clc1ccc(-c2nsc(N3CCOCC3)n2)c(Cl)c1	-0.1	1	-1	7	2	-1	0.4	-0.3	11	-11
Cc1c2cnn(-c3ccccc3)c(=O)c2c(C)n1CCCC(=O)N1CCN(C2CCCCC2)CC1	-0.7	-3	-1	-2	-5	0	0.6	3.7	-25	-2
CC1(C(=O)Nc2ccc(Cl)c(Cl)c2)CCN1Cc1ccccc1OC(F)F (stereo not drawn)	-0.1	-7	x	-4	-5	2	-0.4	3.8	11	-2
O=C(NCC1CCCO1)c1ccccc1-c1nc(-c2ccc(Cl)cc2)no1 (stereo not drawn)	-0.6	-2	-6	-2	0	-1	-0.5	-0.5	-4	4
CSc1nc(Sc2ccc(Cl)cc2)c2ccccc2n1	0.2	-3	1	0	4	0	-0.8	-1.5	20	0

The final 5 records of the section before lead into the next:
SMILES	MsrA inh	DNMT1 inh	Scp1 inh	MsrA act	SUMO1 PPI mod	STEP block	Tb MetRS inh	LMPTP inh	NRP1-CendR mod	eLon inh
Clc1ccc(-c2nsc(N3CCOCC3)n2)c(Cl)c1	-0.1	1	-1	7	2	-1	0.4	-0.3	11	-11
Cc1c2cnn(-c3ccccc3)c(=O)c2c(C)n1CCCC(=O)N1CCN(C2CCCCC2)CC1	-0.7	-3	-1	-2	-5	0	0.6	3.7	-25	-2
CC1(C(=O)Nc2ccc(Cl)c(Cl)c2)CCN1Cc1ccccc1OC(F)F (stereo not drawn)	-0.1	-7	x	-4	-5	2	-0.4	3.8	11	-2
O=C(NCC1CCCO1)c1ccccc1-c1nc(-c2ccc(Cl)cc2)no1 (stereo not drawn)	-0.6	-2	-6	-2	0	-1	-0.5	-0.5	-4	4
CSc1nc(Sc2ccc(Cl)cc2)c2ccccc2n1	0.2	-3	1	0	4	0	-0.8	-1.5	20	0
COc1ccc(C(O)P(=O)(OC(C)C)c2ccc(N(C)C)cc2)c(OC)c1 (stereo not drawn)	1.8	-1	-4	-1	0	4	-0.3	0.1	10	-5
Cc1ccc(C(=O)O)cc1NC(=O)C1CCCN1S(=O)(=O)c1cccc2nsnc12 (stereo not drawn)	0.1	1	3	-6	-24	-2	-0.3	-1.8	9	-11
COC(=O)c1ccccc1NC(=O)C12CC3CC(C1)CC(n1cnc(Cl)n1)(C3)C2	1.1	-2	-11	-1	-3	-4	-0.3	-0.1	7	1
COc1ccc(NC(=O)C2(C)CCN2C2Cc3ccccc3C2)cc1OC (stereo not drawn)	0.4	4	x	-1	7	0	-0.2	0.5	14	-5
Cc1ccc(/C=N/NC(=O)c2ccccn2)o1	2.3	4	-4	-6	-9	0	-0.9	-1.3	1	-14
Cc1onc(-c2c(F)cccc2Cl)c1C(=O)NCc1ccccc1	0.6	-2	-2	-5	4	-4	-0.7	-3.1	-8	-1
O=C1CCC/C(=N/NC(=O)c2ccc(CN3c4cccc5cccc(c45)S3(=O)=O)cc2)C1	0.7	-10	-1	-6	-13	2	-0.6	-0.8	-4	-2
Cc1ccccc1N(C(=O)Cn1nnc2ccccc21)C(C(=O)NCc1ccco1)c1ccncc1 (stereo not drawn)	2.1	0	-9	-6	0	-1	-1.1	-3.1	5	-4
Cc1nnn(C23CC4CC(CC(CC(=O)Nc5ccc(C)c(Cl)c5)(C4)C2)C3)n1	0.3	-3	-10	-1	2	-1	-0.2	1.0	13	8
COc1ccc(C(=O)OCC(=O)N2CCN(C(=O)c3ccco3)CC2)c(OC)c1OC	0.1	6	x	1	-4	-2	-0.2	-1.5	16	-3
CC(=O)c1cccc(S(=O)(=O)N(CCCO)Cc2cc3ccc(C)cc3[nH]c2=O)c1	1.8	0	6	-2	1	-4	0.4	-0.9	-4	1
Cc1ccc(C)c(N=Cc2c(O)c3ccccc3oc2=O)c1	x	7	-8	-5	-7	-4	-1.1	-1.9	-14	9
N#CN1CCC(NS(=O)(=O)c2ccc(C(F)(F)F)cc2)C1 (stereo not drawn)	0.4	0	6	-1	25	2	-0.3	0.2	4	-3
Cc1nc(N/N=C/c2ccccc2)nc(N(C)c2ccccc2)c1[N+](=O)[O-]	0.8	8	-6	-2	8	-1	0.1	-1.5	5	0
CC(c1cccs1)N(Cc1ccco1)C(=S)Nc1ccc(F)c(Cl)c1 (stereo not drawn)	-0.8	0	-4	0	-5	-2	-0.5	-1.3	-20	1
Cc1cc(NC(=O)COC(=O)COc2cccc3c2OC(C)(C)C3)no1	-0.7	-1	-6	-2	5	-1	0.8	-2.1	-1	0
CCCNC(=O)N(C)C[C@H]1Oc2cc(Br)ccc2S(=O)(=O)N([C@@H](C)CO)C[C@@H]1C	-1.6	2	x	-1	-2	1	-1.3	-0.6	-8	-8
O=C(CN1CCN(C(=O)c2ccccc2)CC1)Nc1cccc(S(=O)(=O)N2CCCC2)c1	0.6	-3	-2	2	1	0	-0.3	-0.7	6	-4
COC(=O)c1sc(SC)c(-c2ccon2)c1C	-0.7	1	-9	-3	3	0	-0.6	1.5	22	13
COc1c(F)c(F)c(C(=O)O)c(Nc2ccccc2C)c1F	0.3	1	-1	-1	-1	-2	-0.1	-2.5	-4	-13
Fc1ccc(N=C2NN=C(c3cc(F)ccc3F)CS2)cc1	0.8	-28	-12	-4	-3	0	-0.5	3.0	-8	6
CC(=O)Nc1c(O)c2ccccc2[nH]c1=O	1.3	3	-7	0	2	-4	-0.6	2.0	-1	-2
O=C(NNc1ccccc1[N+](=O)[O-])Nc1ccc(F)cc1	-0.1	0	-1	-3	-21	2	-0.2	-1.5	-1	-8
O=C(NCc1cccs1)C1CCCN(S(=O)(=O)c2ccc(Br)s2)C1 (stereo not drawn)	-0.6	-3	-2	-3	3	-3	-1.2	-0.6	6	2
S=c1[nH]nc(-c2ccco2)n1/N=C/c1cccc(Cl)c1	1.3	1	0	2	0	-1	0.1	0.8	7	3
Cc1cc(/C=N/NC(=O)CC2(C)OCCO2)c(C)n1-c1ccc(Cl)c(Cl)c1	1.6	-14	-11	-3	-1	-1	-1.0	0.1	-8	-1
CC(/C=C/c1ccco1)=N/NC(=O)c1ccccc1Cl	2.1	-12	0	1	8	-2	-0.7	0.0	-25	7
COc1cccc(C2CCCCN(C)C2=O)c1 (stereo not drawn)	-1.0	1	-6	-1	-2	1	-0.6	-1.6	-5	-3
CC(C)CC(=O)N=C1SC2CS(=O)(=O)CC2N1Cc1ccccc1Cl (stereo not drawn)	0.2	2	-7	-2	5	0	-0.1	0.1	11	-2
Fc1ccc(-c2csc(-c3ccncc3)n2)cc1	1.6	0	0	-1	-22	-1	0.1	0.2	-14	-13
N#Cc1ccc(N/N=C/c2cn(-c3ccccc3)nc2-c2ccccc2)c([N+](=O)[O-])c1	-1.9	30	-12	-4	-11	4	0.0	4.6	5	5
CC(C)c1ccc(NC(=O)COC(=O)CC2CCCC2)cc1	0.4	-1	-2	-1	2	3	0.3	1.1	4	-1
N#Cc1c(-c2ccc(Cl)cc2)cc(-c2ccccc2)nc1SCC(=O)O	0.8	-1	-4	-4	14	2	-0.4	1.3	-13	-2
O=C(N/N=C/c1cccc([N+](=O)[O-])c1)c1cccs1	1.6	1	0	-4	-17	-6	-0.1	-1.1	3	-9
CC(C)(C)C1CCC(C(=O)Nc2ccccc2)CC1 (stereo not drawn)	-0.6	5	-5	-14	2	2	-1.3	-2.0	4	-3
CCc1nc2oc3ccc(C)cc3c(=O)c2cc1C(=O)OC	0.2	-2	-15	2	-42	0	-0.6	0.7	7	5
COc1cc(OC)cc(C(=O)NNC(=O)c2cc3ccccc3cc2O)c1	0.2	0	-14	-2	-4	2	0.2	-0.5	-5	-1
N#C/C(=C\c1ccc(N2CCOCC2)o1)c1nc2ccccc2[nH]1	1.7	24	-9	-10	-213	-23	-0.1	20	141	-26
O=C(NCc1cccnc1)C(=O)c1c[nH]c2ccccc12	0.4	2	-13	-2	-7	-1	0.7	0.9	-2	-4
CC(CN1CCCCC1)OC(=O)c1ccco1 (stereo not drawn)	0.2	-1	-3	-4	9	1	0.1	-1.1	-3	-5
CCCNC(=O)c1ccc(COc2ccc(C)cc2)o1	-0.8	-1	-5	-1	0	3	-0.3	1.1	7	-8
Cc1ccccc1NC(=O)c1ccc(NC(=O)c2ccco2)cc1	0.4	8	-6	-1	3	-2	-0.5	-0.8	-3	-10
CC1=C(C(=O)N2CCOCC2)C(c2cccs2)NC(=O)N1 (stereo not drawn)	0.9	2	3	0	2	3	0.5	-2.6	-4	-1
COc1ccc(C2C(C(N)=O)=C(C)Nc3nc(CCCO)nn32)cc1OC (stereo not drawn)	x	3	0	0	3	0	-1.0	-1.0	10	-5
CCOC(=O)NN1C(=O)c2ccccc2NC1c1ccc(OC)cc1 (stereo not drawn)	0.4	6	-8	-6	-1	4	-1.1	-1.0	-6	-10
COc1cc(/C=N/O)ccc1Oc1ccc([N+](=O)[O-])cc1[N+](=O)[O-]	3.9	1	-9	-3	-20	-2	-0.8	0.6	9	7
CCCCN(CC)CCNC(=O)c1cc2c(=O)[nH]c3ccccc3c2s1	1.5	0	-9	-1	-19	-2	-0.3	2.7	1	-6
COc1ccc(S(=O)(=O)N(C)C[C@H]2Oc3ccc(NS(=O)(=O)c4ccccc4)cc3C(=O)N([C@H](C)CO)C[C@@H]2C)cc1	-1.1	0	59*	-4	-6	0	-2.4	-0.9	-1	-4
COc1ccc(S(=O)(=O)NC(C)C(=O)NCc2ccncc2)cc1C (stereo not drawn)	1.2	1	-3	-1	4	-3	-0.6	-1.2	8	5
